V1R ag counter: V1a receptor agonism, counter-screen for OXTR agonists | P37288 | CHO-V1R cells, Fluo-8 calcium fluorescence, agonist mode; 0% DMSO, 100% 3 nM vasopressin | activation, % at 3 µM | hit rate 0.25% among 320,000 | AID 2797;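 active means activation above the mean activation of all tested compounds plus 3 SD, per screening run, cut at about 20% in these data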;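 further: signal is peak over basal fluorescence ratio across a 100 second FLIPR read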
GalR3 antagonist: antagonists of human GalR3 | O60755 | HEK293 GalR3-CNG cAMP membrane potential fluorescence; galR3 body fused to GalR1 C-terminus | inhibition, % at 3 µM | hit rate 0.44% among 360,000;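 active means inhibition above the screen-wide average plus 3 SD, cut at about 13% in these data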;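 further: forskolin and galanin both at EC90 stimulate the cells; cAMP rise reported by CNG channel membrane potential dye signal; 0% = forskolin plus galanin with DMSO and 100% = forskolin alone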
Target sequence (O60755 1-299 limits assumed): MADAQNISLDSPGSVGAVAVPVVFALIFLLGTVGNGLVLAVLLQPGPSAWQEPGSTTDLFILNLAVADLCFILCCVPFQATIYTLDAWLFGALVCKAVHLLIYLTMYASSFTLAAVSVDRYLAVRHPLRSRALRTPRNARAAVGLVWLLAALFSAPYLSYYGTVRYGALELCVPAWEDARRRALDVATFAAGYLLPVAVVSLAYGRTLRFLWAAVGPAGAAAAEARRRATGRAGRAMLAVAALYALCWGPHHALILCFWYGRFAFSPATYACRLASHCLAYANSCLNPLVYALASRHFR
MEKK2wt PB1 HTS: raises or lowers MEK5 binding to wildtype human MEKK2 PB1 domain; Q9Y2U5; bead flow cytometry, Alexa488-MEK5 binding to MEKK2 WT; actives lie on both sides; binding response (% of control), % at 10 µM; hit rate 1.1% among 290,000; in the data active means binding response below about 67% or above about 130%
PfM18AAP inh: blocks P. falciparum M18 aspartyl aminopeptidase; recombinant PfM18AAP, H-Glu-NHMec fluorogenic cleavage; inhibition, % at 7.35 µM; hit rate 1.2% among 290,000;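 active means inhibition above the campaign mean inhibition over all tested compounds plus 3 SD, cut at about 28% in these data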;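 further: 0% = plate median of test compound wells and 100% = 2 mM ZnCl2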
OXTR ag: human OXTR agonism. CHO-OTR cells, Fluo-8 calcium fluorescence; normalized: DMSO 0%, oxytocin 100%. hit rate 0.32% among 320,000. P30559. activation, % at 3 µM;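 active means activation above the mean of all tested compounds plus 3 SD, cutoff set per screening run, cut at about 20% in these data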;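 further: peak over basal fluorescence ratio from a 100 s FLIPR kinetic read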
Target sequence (P30559 whole entry, looked up): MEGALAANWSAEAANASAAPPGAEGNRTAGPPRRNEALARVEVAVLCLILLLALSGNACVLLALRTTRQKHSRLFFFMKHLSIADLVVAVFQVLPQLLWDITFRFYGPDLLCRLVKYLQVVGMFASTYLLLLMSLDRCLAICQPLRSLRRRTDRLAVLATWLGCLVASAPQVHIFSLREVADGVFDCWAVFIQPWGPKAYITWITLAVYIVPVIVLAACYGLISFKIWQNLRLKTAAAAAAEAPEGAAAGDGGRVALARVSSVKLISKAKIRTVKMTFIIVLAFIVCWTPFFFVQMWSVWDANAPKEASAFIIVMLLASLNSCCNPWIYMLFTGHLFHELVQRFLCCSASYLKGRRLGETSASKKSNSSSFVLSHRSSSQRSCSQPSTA
OXTR potentiate: human OXTR potentiation. activation, % at 3 µM. hit rate 0.061% among 320,000. P30559. CHO-OTR cells, Fluo-8 calcium fluorescence, potentiator mode; 0% = oxytocin EC15, 100% = EC100;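 active means activation above that plate's cutoff, the mean activation of tested compounds plus 3 SD, cut at about 6.6% in these data, passing the limit was not always enough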;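 further: 100% uses oxytocin at 75 nM as the full agonist control; some results filed as inactive read as strong as hits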
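assay system = CHO-OTR cells, human receptor | schedule = compound 6 min at room temperature before oxytocin, 100 s read | detection = Fluo-8 intracellular calcium fluorescence, ex 470-495, em 515-575 nm | evaluation = normalized max/min fluorescence ratio, % activation | control set = EC15 oxytocin alone as 0%, 75 nM oxytocin (EC100) as 100%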
GPR7 antagonist: blocks human GPR7 receptor signaling; inhibition, % at 4.4 µM; GPR7-expressing cells, fluorescence antagonist assay; AID 1861; P48145; hit rate 1.1% among 290,000; in the data active means inhibition above about 16%, passing the limit was not always enough;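 further: cells stimulated with the agonist NPW; 0% = agonist with vehicle and 100% = vehicle without agonist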
NALP1 yeast inh: inhibitors of NALP1 inflammasome in yeast; S. cerevisiae NALP1/ASC/caspase-1 growth, X-gal OD620, 72 h; inhibition, % at 10 µM; hit rate 0.61% among 280,000; in the data active means inhibition mostly above about 24%, no sharp cut-off; inactive means mostly below about 32%; further: some compounds called inactive have numbers as strong as hits
MEKK2 mut-MEK5: signal of MEK5 binding to mutant human MEKK2 PB1 domain. bead flow cytometry, Alexa488-MEK5 binding to MEKK2 mutant. percent response, % at 10 µM. hit rate 0.35% among 290,000. AID 1530; in the data active means percent response above about 24%, passing the limit was not always enough; further: inactives centre near 1; some results filed as inactive read as strong as hits
Starred values were filed as active, the others as inactive; nt = no result given.

SMILES	V1R ag counter	GalR3 antagonist	MEKK2wt PB1 HTS	PfM18AAP inh	OXTR ag	OXTR potentiate	GPR7 antagonist	NALP1 yeast inh	MEKK2 mut-MEK5
COc1cccc(OCC(O)CN2CC(C)CC(C)C2)c1 (stereo not drawn)	0.3	-2.1	104.0	-1.4	0.3	-11.2	-5.0	-14.1	4.0
COC(=O)C(C)C1Sc2ccccc2NC1=O (stereo not drawn)	1.1	-0.7	91.0	-10.6	2.6	-6.2	-4.9	nt	-5.0
O=C(NC(c1ccccc1)c1ccccc1)C1CCCO1 (stereo not drawn)	-1.5	-8.5	96.0	-0.1	0.0	3.1	-9.7	2.7	-11.0
COc1ccc(N2CCN(C3CC(=O)N(Cc4ccc(N5CCCC5=O)cc4)C3=O)CC2)cc1 (stereo not drawn)	1.6	-1.7	105.0	-6.7	-1.0	-6.5	2.1	15.1	5.0
Cc1ccc(CC(=O)Nc2ncc([N+](=O)[O-])s2)cc1	8.5	5.4	95.0	-1.8	8.1	-17.2	5.2	-1.9	-6.0
O=c1cc[nH]c2ccc(OC(F)(F)F)cc12	0.9	0.6	94.0	-19.5	-0.6	-2.8	-6.4	13.3	-10.0
Cc1cccc(C(=O)OCC(=O)Nc2nccs2)c1	1.1	-0.6	103.0	-11.5	0.7	-1.0	6.3	0.4	4.0
O=C(O)/C=C/c1cn(Cc2ccccc2)nc1-c1ccc(Cl)cc1	4.4	-4.6	nt	-0.4	8.2	-4.2	3.5	-17.8	nt
CC(=O)c1nc(N2C(=O)CC(Cc3ccccc3)C2=O)sc1C (stereo not drawn)	0.7	-3.5	104.0	1.8	-1.0	-7.0	-9.5	23.3	0.0
COc1ccccc1-c1nc(SCC(=O)O)n[nH]1	1.3	-2.5	98.0	7.4	1.1	-3.3	-5.7	-0.9	0.0
CC12CN3CCN(CC(C3)/C1=N\NC(=O)c1ccccc1N)C2	-0.1	1.5	90.0	-4.9	0.8	-17.2	-14.7	12.2	-14.0
COc1ccc(CCN(C)Cc2c(O)ccc3ccccc23)cc1OC	2.4	-11.3	108.0	6.6	1.1	-7.8	24.1	-5.2	3.0
O=C(Cn1c(-c2ccccc2)noc1=O)N1CCC(Cc2ccccc2)CC1	5.0	-2.4	102.0	3.2	0.8	-13.4	-7.3	8.9	0.0
O=C1N[C@H](Cc2ccccc2)COC(=O)[C@H](Cc2ccc(F)cc2)C/C=C\C[C@H]1CC(=O)N(CCO)Cc1ccccc1	1.3	-11.2	nt	nt	0.3	-4.2	nt	nt	nt
CCN(C(=O)c1ccc(Br)o1)C1CCS(=O)(=O)C1 (stereo not drawn)	-0.5	3.4	nt	nt	0.9	1.8	nt	nt	nt
CCn1c(COc2cccc3cccnc23)nnc1SCC(=O)O	1.2	0.7	108.0	-0.5	1.3	4.2	-15.3	-9.0	7.0
CCOC(=O)CC1NCCc2c1[nH]c1ccc(OC)cc21 (stereo not drawn)	1.0	-10.0	102.0	6.4	0.0	-15.8	19.9	14.8	-2.0
O=C(C1CC1)N1CCc2cc(S(=O)(=O)NCCCN3CCCCC3)ccc21	0.6	2.0	99.0	-4.6	-0.3	-12.8	-11.1	21.7	-4.0
O=C(CCN1C(=O)/C(=C/c2cccs2)SC1=S)NC1=NCCS1	0.9	7.0	121.0	4.2	2.5	-5.3	16.6	14.4	4.0
CC1CCCN(S(=O)(=O)c2ccc(C(=O)Nc3nnc(C4=COCCO4)o3)cc2)C1 (stereo not drawn)	-0.1	-4.5	105.0	5.1	-0.9	-7.0	-12.8	25.0	6.0
COc1ccc2[nH]c(N=Nc3ccccc3C)c(O)c2c1	-1.0	0.5	105.0	-1.4	0.9	-5.5	-14.6	38.5	1.0
Cn1cc(Br)c(C(=O)NNC(=O)c2ccc(Cl)cc2)n1	-1.0	0.6	102.0	4.8	-0.7	-5.2	-4.1	22.6	-2.0
O=C(CN1C(=O)NC2NC(=O)NC21)NC1CCCCC1 (stereo not drawn)	-0.5	-6.0	nt	nt	0.5	5.6	nt	nt	nt
CC1(C)CC(NC(=O)COc2ccc3ccc(=O)oc3c2)CC(C)(C)N1	0.1	-9.2	102.0	-8.3	0.6	3.4	-11.3	19.7	3.0
COc1ccc([N+](=O)[O-])c2c(=O)ccoc12	0.8	-8.6	101.0	7.6	-0.2	-7.0	-2.5	30.5	-2.0
CCC(CC)NC(=O)/C=C/c1ccccc1Cl	-1.6	1.4	104.0	-13.6	-1.7	-5.2	-2.5	15.3	-1.0
Cc1cc(Br)c(Cl)cc1NC(=O)CN1C(=O)C2C3CC(c4ccccc4)C(C3)C2C1=O (stereo not drawn)	1.7	-7.8	107.0	3.3	2.7	-3.1	7.8	14.2	1.0
Cc1ccccc1-n1ccnc1SCC(=O)NCc1ccco1	0.1	-7.4	93.0	1.9	0.6	-9.1	0.7	24.6	-10.0
CCOc1ccccc1CNn1cnnc1	0.5	-3.8	nt	nt	0.6	-5.7	nt	nt	nt
Cc1ccccc1-n1c(SC2CCOC2=O)nnc1-c1ccncc1 (stereo not drawn)	1.3	-6.5	96.0	-5.4	0.4	-6.4	-6.3	-22.6	-4.0
CCOC(=O)[C@@H]1[C@H]2COc3cc(OC)ccc3[C@@H]2N2C(=O)N(c3ccc(Br)cc3)C(=O)[C@]12C	1.8	-0.3	96.0	nt	0.1	9.2	nt	nt	3.0
C[C@H](CO)N1C[C@H](C)[C@@H](CN(C)Cc2ccc(-c3ccccc3)cc2)Oc2c(NS(=O)(=O)c3cccs3)cccc2C1=O	2.5	-5.8	nt	nt	3.8	-1.6	nt	nt	nt
O=C(Nc1ccc(Cl)cc1)C1CCC(=O)N1Cc1ccccc1Cl (stereo not drawn)	0.9	-2.2	103.0	-0.4	0.1	-1.3	7.3	2.2	3.0
C/C(N)=C(/C#N)C(=O)CSc1nc2ccccc2c(=O)n1-c1ccc(C)c(Cl)c1	0.5	3.1	102.0	-3.0	-0.7	-8.1	-14.1	nt	3.0
O=C1CSC(c2ccccc2[N+](=O)[O-])N1c1ccc(O)cc1 (stereo not drawn)	0.8	-7.1	103.0	3.9	1.6	-9.2	0.5	10.1	1.0
CC1CCN(C(=O)c2cc3c(=O)n4ccccc4nc3s2)CC1	0.0	-2.7	96.0	2.5	-0.2	1.3	-14.3	1.3	-1.0
Cc1ccc(NC(=O)N2CCCC2)cc1Cl	-0.8	0.2	97.0	-2.6	-0.6	2.7	-6.1	38.1*	-10.0
Cc1cccc(NNC(=O)C2CCC2)c1	0.9	1.7	90.0	5.2	-0.8	-5.7	-12.0	7.4	-21.0
O=[N+]([O-])c1cc(Cl)c(Cl)c(Cl)c1Cl	0.8	1.6	nt	nt	0.4	1.2	nt	nt	nt
Cc1cccc(N2CCN(S(=O)(=O)c3ccc(S(=O)(=O)N4CCCC4)cc3)CC2)c1C	-0.4	2.5	nt	-4.8	0.7	-7.8	-6.8	-4.8	nt
CSc1ccc(/C=N/Nc2ccc(Cl)c(C(=O)O)c2)cc1	-1.0	-2.8	98.0	15.0	1.9	-19.3	2.7	-2.0	-2.0
COc1ccc(Cn2nnnc2C(c2ccc3ncccc3c2)N2CCN(C3CCCCC3)CC2)cc1 (stereo not drawn)	0.9	0.2	95.0	4.8	0.2	-3.1	4.0	-6.2	-1.0
c1ccc2c3n(nc2c1)CCCCO3	-0.5	-0.6	nt	nt	-0.2	-4.8	nt	nt	nt
COc1ccccc1C(=O)Nc1ccccc1N1CCN(C(=O)c2ccc(Cl)cc2)CC1	2.5	-3.3	97.0	-1.0	-0.1	-2.0	6.9	2.4	2.0
O=Cc1ccc(OCCN2CCCC2=O)cc1	-0.3	-5.4	106.0	1.4	-0.1	-0.2	-7.0	18.5	5.0
CCC(NC(=O)c1ccccc1NC(=O)c1ccco1)C(=O)NC1CCCCC1 (stereo not drawn)	1.0	-4.3	nt	-7.7	-1.8	-2.6	4.5	3.6	nt
CC(C)Cn1c(-c2ccccc2)nc2ccccc2c1=O	-1.5	-6.0	110.0	-11.9	-2.1	-4.2	-9.0	6.5	5.0
C=CCOC(=O)C1=C[C@@H](c2cn(C(C)=O)c3ccccc23)C[C@@H](OCCCCO)O1	4.3	0.7	101.0	6.3	-1.5	-1.3	-12.2	-12.0	4.0
COC(=O)C(CCSC)NC(=O)c1cc2c(n(-c3ccccc3)c1=O)CCCC2=O (stereo not drawn)	0.3	-5.5	87.0	2.5	-0.7	-32.3	-9.4	-12.3	-6.0
Cc1nc2ccc(Cl)cc2c(-c2ccccc2)c1C(=O)N(C)C	-1.0	5.0	108.0	-5.2	-1.2	3.3	-8.0	12.9	4.0
CCOC(=O)C1=C(C)NC(C)=C(C(=O)OCC)C1C(=O)OCC(=O)N1CC(C)OC(C)C1 (stereo not drawn)	0.8	-2.2	nt	nt	-0.1	0.1	nt	nt	nt
O=C(Nc1cccc(NC(=O)c2cccnc2)c1)c1cccnc1	-0.3	nt	107.0	1.0	0.1	-2.0	-10.1	-4.1	9.0
COc1ccccc1C(=O)NC(=O)COC(=O)CN1C(=O)NC(C)(C)C1=O	0.1	-2.7	nt	nt	0.7	5.7	nt	nt	nt
Cc1nc2nc(SCc3ccccc3)[nH]n2c(=O)c1C	nt	-9.7	100.0	-1.6	nt	nt	-3.4	8.4	0.0
Cc1nc2ccccc2c(=O)n1/N=C/c1ccc(N(C)C)cc1	-0.5	-2.6	96.0	10.7	0.2	0.1	-17.6	13.3	1.0
O=[N+]([O-])c1cc(-c2cnc3ccccc3n2)ccc1Oc1ccc(Br)cc1	0.0	-0.9	105.0	1.7	0.1	-16.2	8.5	0.7	5.0
COc1cccc(C2=NOC(C(=O)N3CCN(C(=O)c4ccco4)CC3)C2)c1 (stereo not drawn)	0.6	-5.4	102.0	-14.5	0.4	-4.6	14.1	25.1	6.0
Cc1cc(OC(=O)c2ccccc2C)c([N+](=O)[O-])c(=O)[nH]1	0.4	-6.0	97.0	5.6	-1.1	-3.5	3.4	-12.0	7.0
CC1=C(C)CC(C(=O)Nc2ccc(C(N)=O)cc2)C(C(=O)O)C1 (stereo not drawn)	0.5	-2.8	100.0	3.7	-1.1	-5.5	-3.1	-4.9	5.0
CC(=O)c1ccc(C(=O)N2CCCC(Nc3ccc(C(C)C)cc3)C2)s1 (stereo not drawn)	0.2	2.0	99.0	6.1	-0.2	-6.8	-5.5	13.2	5.0
